LmPK inhibitor: LmPK (Leishmania mexicana) enzyme inhibition | Q27686 | purified LmPK, Kinase-Glo ATP luminescence, 1 h | Potency, µM (highest dose often 57.5 µM), for inactives: at the highest dose activity change, negative = inhibition, usual class: inhibitors | 0.37% of 290,000 active | AID 1721; note: potency is the fitted concentration of half-maximal effect
Target sequence (Q27686 whole entry, looked up): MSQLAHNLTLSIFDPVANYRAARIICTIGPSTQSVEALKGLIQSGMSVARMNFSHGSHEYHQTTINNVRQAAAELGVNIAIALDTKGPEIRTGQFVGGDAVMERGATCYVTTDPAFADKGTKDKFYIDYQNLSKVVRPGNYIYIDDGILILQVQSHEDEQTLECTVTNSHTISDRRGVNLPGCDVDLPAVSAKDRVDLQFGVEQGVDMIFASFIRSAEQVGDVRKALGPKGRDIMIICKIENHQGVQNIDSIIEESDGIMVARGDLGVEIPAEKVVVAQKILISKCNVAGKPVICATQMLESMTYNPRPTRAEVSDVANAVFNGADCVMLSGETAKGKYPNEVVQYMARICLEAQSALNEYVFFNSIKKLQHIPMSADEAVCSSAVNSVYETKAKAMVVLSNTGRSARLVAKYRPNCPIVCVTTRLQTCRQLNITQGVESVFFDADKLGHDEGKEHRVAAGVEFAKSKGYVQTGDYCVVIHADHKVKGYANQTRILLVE
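In 50 mM imidazole pH 7.2 with 7 mM MgCl2, LmPK (0.1 nM) turned over PEP (0.5 mM) and ADP (0.1 mM) for 1 h at room temperature. Luciferase read-out of ATP.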
AmpC inh no detg: AmpC beta-lactamase inhibition without detergent. AmpC nitrocefin hydrolysis, absorbance 480 nm, 0.0001% Triton. Potency, µM (titrated, usually from 57.1 µM), for the others: at the highest dose activity change, negative = inhibition, actives largely listed as inhibitors. 0.52% of 330,000 active. AID 485341;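 note: potency is the fitted concentration of half-maximal effect; plate controls were no compound for no effect and no enzyme for full effect; nearly all actives have a fitted effect of over 20% in size; some results filed as inactive show a strong effect at the top dose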
Target sequence (P00811 whole entry, looked up): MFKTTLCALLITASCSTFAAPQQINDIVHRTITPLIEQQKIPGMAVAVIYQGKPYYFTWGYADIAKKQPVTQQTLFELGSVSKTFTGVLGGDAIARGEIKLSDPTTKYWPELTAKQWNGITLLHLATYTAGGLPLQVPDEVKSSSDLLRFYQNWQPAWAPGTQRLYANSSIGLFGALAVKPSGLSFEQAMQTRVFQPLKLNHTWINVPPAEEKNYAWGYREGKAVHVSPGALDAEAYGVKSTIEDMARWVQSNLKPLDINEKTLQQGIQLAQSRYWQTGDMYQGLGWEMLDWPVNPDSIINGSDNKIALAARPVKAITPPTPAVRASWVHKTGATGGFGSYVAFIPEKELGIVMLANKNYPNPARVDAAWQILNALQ
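20 mM phosphate pH 7.0 + 0.01% (detergent screen) or 0.0001% Triton X-100; 5.3 nM AmpC reagent; cpd preinc 15 min RT; nitrocefin (800 uM stock) to start; A480 q20 s × 4 min; Activity was normalised to no-enzyme and no-compound control wells.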
AmpC detergent: AmpC beta-lactamase inhibition with detergent present; P00811; AmpC hydrolysis of nitrocefin, absorbance 480 nm, 0.01% Triton; Potency, µM (top dose mostly 114 µM), without a hit: at the top dose activity change, negative = inhibition, usual class: inhibitors; 0.041% of 370,000 active; AID 485294;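 note: potency is the fitted concentration of half-maximal effect; 0% = no-compound wells and -100% = no-enzyme wells; nearly all actives have a fitted effect of over 25% in size; some results filed as inactive show a strong effect at the top dose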
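AmpC (5.3 nM in the dispensed reagent) in 20 mM phosphate pH 7.0 with 0.01% (detergent screen) or 0.0001% Triton X-100 was preincubated with compounds for 15 min at room temperature. Nitrocefin was then added from an 800 uM solution, and hydrolysis was followed at 480 nm.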
HCV inhibitor: HCV inhibition. Huh7.5.1 HCVcc-Cre infection, luciferase reporter, 44 h. Potency, µM (highest dose often 41.8 µM), without a hit: at the top dose activity change, negative = inhibition, most hits filed as inhibitors. 3.4% of 340,000 active. AID 651820; note: potency is the fitted concentration of half-maximal effect
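Antiviral activity was scored by luciferase reporter output from cells infected with HCVcc-Cre (~0.5 moi) in presence of compound, 44 h infection period, cells seeded 1,000/well 4 h prior.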
HCMV inh: inhibitors of human cytomegalovirus; activity change, negative = inhibition, % at 57.5 µM; 4.5% of 410,000 active; HFF cells, HCMV-luciferase reporter, 72 h; active compounds read low; in the data active = activity change below about -60%; inconclusive = no clear call, values can overlap the other calls; inactive = above about -39%
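Compounds were evaluated in HFFs infected with an HCMV luciferase reporter virus (MOI 1 PFU/cell). Luciferase in lysates collected 72 h post infection served as the replication measure.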
AMA1-RON2 inh: AMA1-RON2 (P. falciparum) interaction inhibition; AlphaScreen AMA1-biotinylated RON2 peptide binding; Potency, µM (highest dose often 58.2 µM), inactives show top-dose activity change, negative = inhibition, most hits filed as inhibitors; 0.2% of 360,000 active; AID 720542;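 note: potency is the fitted concentration of half-maximal effect; 0% = vehicle wells and -100% = peptide control; nearly all actives have a fitted effect of over 45% in size; some results filed as inactive show a strong effect at the top dose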
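AMA1 (3D7) with his tag at 25 nM final met compounds first, then biotinylated RON2 peptide at 25 nM; detection used donor plus acceptor beads, 10 µg/mL apiece, read by AlphaScreen after 30 min at room temperature.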
TbPYK inhibitor: T. brucei pyruvate kinase inhibition; 0.12% of 410,000 active; AID 624173; Potency, µM (series often up to 76.8 µM), without a hit: top-dose activity, negative = inhibition, actives largely listed as inhibitors; TbPYK enzyme, Kinase-Glo Plus ATP luminescence, 45 min; note: potency is the fitted concentration of half-maximal effect; nearly all actives have a fitted effect of over 50% in size
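Quantitative HTS: titrated library compounds versus trypanosomal pyruvate kinase in TEA buffer (pH 7.2) containing KCl, MgCl2, BSA and Tween-20. Reactions were initiated with ADP, 130 uM final. Kinase-Glo Plus luminescence was read after 45 min at RT.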
Active calls of the source: *; ? = inconclusive; . = not tested or not shown; & = joins results of further samples; [ ] = remark or other dose. Unless noted, calls come from the whole dose curve; as a rule, active = well fitted curve in the direction sought with a large enough effect; inconclusive = small, poorly fitted or top-dose-only effect, or another doubt; inactive = no such curve, though single readings can be large; an effect the other way counts as inactive or inconclusive. Unless noted, % is set by controls: 0 for no effect and ±100 for the full control effect.

SMILES	LmPK inhibitor	AmpC inh no detg	AmpC detergent	HCV inhibitor	HCMV inh	AMA1-RON2 inh	TbPYK inhibitor
CCOC(=O)N1CCN(C/C(Cl)=C/c2ccccc2)CC1	-3%	43%	?	-13%	121	-6%	0%
CCCSc1nnc(C(C)C)n1N	4%	-17%	?	19%	-3	-2%	4%
CC1=NN(c2ccccc2)C(=O)/C1=C/C=C/c1ccc(N(C)C)cc1	14µM*	-20%[11.4 µM]	?	-21%	7	1.4µM*	?
Cc1ccc(C(=O)N(Cc2ccco2)Cc2ccco2)cc1	.	.	14%	.	-18	.	-3%
CCN1C(=O)[C@H]2[C@H]3CN=C(SCc4ccc(C)cc4)N3[C@@](C)(C(=O)OC)[C@H]2C1=O	.	-6%	.	19%	0	-2%	2%
Cc1[nH]c2ccccc2c1C(=O)NS(=O)(=O)Nc1ccc(Cl)cc1	-4%	-25%	-13%	-5%	7	-13%	-9%
COc1ccc(N2CCN(c3n[nH]c(N)n3)CC2)cc1	4%	-2%	1%	8%	8	-15%	3%
COc1ccc(C(=O)N2CC3(CC(c4cccc([N+](=O)[O-])c4)=NO3)C[C@H]2C(=O)NCC(N)=O)cc1 (stereo partly drawn)	-1%	44%	6%	17%	4	0%	6%
CSc1nsc(SC)c1NC(=O)OCCc1ccccn1	1%	-12%	?	-2%	?	30%	-31%
COc1c(C)cc(C(=O)C2CCCN(C(=O)CCCn3cncn3)C2)cc1C (stereo not drawn)	1%	34%	-7%	3%	-18	7%	-6%
CCOC(=O)c1cc(Cl)c2c(ccc3ccccc32)n1	.	.	.	.	-17	-6%	-12%
CC(C)CCNC(=O)CNC(=S)N(Cc1ccccc1)Cc1cccnc1	1%	36%	-8%	6%	-19	-24%	10%
COc1ccc(N(CC(=O)N2CCN(c3ccccc3F)CC2)S(=O)(=O)c2c(C)noc2C)cc1	-4%	8%	0%&0%	7%	-6&-2	14%	-1%&-11%
N#C/C(=C(/O)c1ccco1)c1nc2ccccc2s1	?	-18%&-43%	3%&1%	7%&9%	48&51	4%&-5%	-8%&-6%
CC(=O)c1ccc(NC(=O)CSc2nc(C3CC3)nc3ccccc23)cc1	-2%	4%	-9%	-23%	26	4%	1%
CC(NC(=O)c1cc([N+](=O)[O-])cc([N+](=O)[O-])c1)C1CC2CCC1C2 (stereo not drawn)	5%	-29%	-13%	-28%	14	-8%	4%
CCOC(=O)C1(Cc2cccc(Cl)c2)CCCN(C(=O)c2cc(CC)on2)C1 (stereo not drawn)	-8%	13%	4%	-15%	41	18%	8%
Fc1ccccc1CN1CCC(Cc2ccccc2)CC1	-3%	5%	6%	17%	7	?	-11%
Cc1nc([N+](=O)[O-])c(C(=O)OCc2ccccc2)n1C	3%	-7%	8%	-2%	-22	14%	4%
CCC1CCCCN1CCN1C(=O)C2C(C(=O)Nc3cccc(OC)c3)C3C=CC2(O3)C1C(=O)NC1CCCCC1 (stereo not drawn)	-4%	12%	-12%	-17%	?	-6%	14%

Full records as entered above. Order of screens: LmPK inhibitor | AmpC inh no detg | AmpC detergent | HCV inhibitor | HCMV inh | AMA1-RON2 inh | TbPYK inhibitor
CC(NC(=O)c1cc([N+](=O)[O-])cc([N+](=O)[O-])c1)C1CC2CCC1C2 (stereo not drawn) reads 5% | -29% | -13% | -28% | 14 | -8% | 4%
CC1=NN(c2ccccc2)C(=O)/C1=C/C=C/c1ccc(N(C)C)cc1 reads 14µM* | -20%[11.4 µM] | ? | -21% | 7 | 1.4µM* | ?
Cc1nc([N+](=O)[O-])c(C(=O)OCc2ccccc2)n1C reads 3% | -7% | 8% | -2% | -22 | 14% | 4%
CCOC(=O)C1(Cc2cccc(Cl)c2)CCCN(C(=O)c2cc(CC)on2)C1 (stereo not drawn) reads -8% | 13% | 4% | -15% | 41 | 18% | 8%
CC(C)CCNC(=O)CNC(=S)N(Cc1ccccc1)Cc1cccnc1 reads 1% | 36% | -8% | 6% | -19 | -24% | 10%

Next section.
SMILES	LmPK inhibitor	AmpC inh no detg	AmpC detergent	HCV inhibitor	HCMV inh	AMA1-RON2 inh	TbPYK inhibitor
COC(=O)c1[nH]c2cc(OC)ccc2c1NC(=O)CCN1CCCC(C)(C)C1	2%	-25%	1%	?	-20	-10%	-6%
O=C(Nc1ccc2nc3n(c(=O)c2c1)CCCC3)c1ccccc1[N+](=O)[O-]	-4%	-36%	-6%	?	-23	-13%	-1%
O=C(Oc1ccc(Br)cc1)c1cncc(Br)c1	4%	-12%	-12%	2%	14	-8%	1%
O=C(COc1ccccc1)Nc1c2c(nn1-c1ccccc1)CS(=O)C2 (stereo not drawn)	-16%	3%	9%	21%	47	7%	-3%
CCOC(=O)c1c(NC(=O)Cc2cccs2)sc(C(=O)NC2CCCCC2)c1C	0%	27%	1%	3%	-4	0%	1%
CNC(=O)c1nc(C)n(-c2ccc([N+](=O)[O-])cc2)n1	4%	-17%	9%	3%	-17	2%	0%
CCO[C@@H]1OC(C(=O)NCc2ccccc2)=C[C@H](c2ccc(C(F)(F)F)cc2)[C@H]1CCCO	5%	143%[activator]	3%	-11%	-15	25%	6%
CCOc1ccc(CN2CCc3nc(N4CCN(c5ccccn5)CC4)ncc3C2)cc1OC	.	.	4%	.	?	.	1%
CCOC(=O)C1CCN(C(=O)c2cc3c(OC)c(OC)c(OC)cc3[nH]2)CC1	0%	29%	-7%	-23%	28	0%	4%
O=C(CSc1ccccn1)Nc1ccccc1F	-4%	-15%	-11%	18%	-14	-3%	1%
COc1cccc(NC(=O)C(=S)NC2CCCCC2)c1	-17%	-7%	-2%	-9%	80	28%	-2%
O=C(NCc1ccoc1)c1ccc(NC(=O)c2ccccc2Cl)cc1	0%	-29%	-11%	?	26	-1%	-11%
Nn1c(SCC(=O)NC(=O)Nc2ccc3c(c2)OCCO3)nnc1C1CC1	-14%	-14%	-12%	6%	15	8%	7%
O=C(CCN1C(=O)COc2ccccc21)N1CCN(c2ccccn2)CC1	3%	-6%	1%	-5%	-73*	-12%	1%
CCOC(=O)N1CCN(CCC(=O)Nc2cccc(F)c2)CC1	.	.	12%	.	10	.	1%
CCOC(=O)c1cnn(-c2nc(-c3ccccc3F)cs2)c1C(F)(F)F	-2%	-29%	1%	8%	8	52%[activator]	4%
O=C(COc1ccc(S(=O)(=O)N2CCCC2)cc1)NCc1ccco1	2%	-13%	-10%	-2%	.	-8%	1%
COC(=O)C(C)Sc1ccc2nnc(-c3ccc(F)cc3)n2n1 (stereo not drawn)	-2%	-13%	0%	-5%	-11	0%	0%
O=C(NC1CCCCC1)C(Cc1ccccc1)N1C(=O)C2C3CCC(C3)C2C1=O (stereo not drawn)	5%	-11%	-2%	10%	-26	7%	4%
CC(C)(C)c1cc[n+](C2=C([O-])c3ccccc3C(=O)/C2=N\S(=O)(=O)c2ccccc2)cc1	-19%	-11%	3%	-3%	-4	-22%	-1%
Cc1ccccc1OCc1nc2ccccc2c(=O)n1/N=C/c1ccco1	1%	-14%	2%	?	1	-16%	-1%
Cc1cccc(-n2c(N)cc(=O)nc2SCC(=O)NC2CCCCC2)c1	-3%	-13%	-10%	-3%	.	9%	3%
CCCCNC(=O)C1CCC(=O)N1CCc1ccccc1 (stereo not drawn)	-1%	-10%	-1%	9%	-3	-9%	-16%
CCCCc1c(O)nc(SCC(=O)c2ccccc2)[nH]c1=O	0%	-4%	6%	18%	-30	50%[activator]	-18%
O=C(N/N=C/c1ccccc1[N+](=O)[O-])c1ccc(COc2ccccc2-c2ccccc2)cc1	-1%	-36%	-12%	?	17	5%	-10%
O=C(NCCCN1CCCC1=O)c1ccc2c(c1)OCO2	-8%	-1%	-10%	6%	25	-14%	3%
CC(=O)Nc1ccc(NC(=S)NC(=O)/C=C/c2ccco2)cc1	16%	-43%	-21%	-28%	15	-12%	-20%
CCOC(=O)c1[nH]c2ccc(F)cc2c1NC(=O)CCN1CCSCC1	7%	-25%	3%	-15%	-25	-5%	1%
COc1cc2c(cc1OC)C(COc1cccc(C(F)(F)F)c1)NCC2 (stereo not drawn)	-1%	32%	4%	?	-71*	-1%	0%
O=C(O)c1cccc(NS(=O)(=O)c2ccc(C3CCCCC3)cc2)c1	-1%	-7%	3%	7%	.	0%	4%
O=C(N/N=C/c1c[nH]c2ccccc12)c1cccc(O)c1	1%	-30%	-12%	11%	.	5%	2%
CC(C)CNC(=O)CN1C(=O)NC2(CCc3ccccc32)C1=O (stereo not drawn)	-5%	-6%	2%	8%	31	6%	2%
O=C(CN1C(=O)NC2(CCCCCC2)C1=O)c1ccc(F)cc1	.	-27%	-2%	-5%	-8	4%	-2%
Cc1c(NC(=O)COC(=O)C2CC3C=CC2C3)c(=O)n(-c2ccccc2)n1C (stereo not drawn)	0%	-5%	4%	9%	-2	12%	0%
O=C1/C(=C/c2c[nH]c3ccccc23)CCC/C1=C\c1c[nH]c2ccccc12	0%	-36%	-4%	?	-31	-11%	-6%
CCOC(=O)/C(=C\c1cccnc1)C(=O)c1cc(C(C)=O)c(Nc2ccccc2)s1	1%	156%[activator]	-5%	?	.	2%	?
CC(C)c1nn2c(=O)cc(COC(=O)Cc3ccccc3)nc2s1	.	.	21%	.	-24	.	-10%
COc1cccc(Oc2nc(-c3ccncc3)nc3ccccc23)c1	4%	-10%	6%	?	26	-12%	3%
CCSc1nnc(NC(=O)c2cccc3ccccc23)s1	4%	-43%	-10%	3%	84	22%	3%
O=C(NCc1ccccc1F)C1CCN(c2nnc(-n3cccc3)s2)CC1	.	.	-2%	.	13	.	-2%
CCc1ccccc1N(CC(=O)NCC1CCCO1)C(=O)CCC(=O)Nc1cc(C)on1 (stereo not drawn)	0%	29%	-17%	5%	2	6%	-1%
CC(C)n1c(NCc2ccccc2O)nc2ccccc21	-2%	-33%	-11%	-27%	18	-5%	-3%
Cc1cccc(N(C(=O)C(F)(F)F)C(C(=O)NC2CCCCC2)c2cccs2)c1 (stereo not drawn)	-2%	-11%	-9%	7%	-19	12%	0%
CC1=CC2=NC(=O)/C(=C\c3cc(C)n(-c4ccc(F)cc4)c3C)C(=N)N2O1	2%	-5%	?	?	-36	14%	-2%
CC1(C)CC(=O)C=C(NNC(=O)c2ccccc2O)C1	-24%	-49%	-5%	.	72	48%[activator]	-6%
Cc1ccc(CNC(=O)Cc2c(C)c3cc4c(C)coc4cc3oc2=O)cc1	.	.	20%	.	-23	.	-3%
